# D1 potentiator – enhances dopamine response at the human D1 receptor | HEK293 TREx D1 cells, calcium flux, dopamine EC20 potentiation | AID 504651 | potentiation, % at 10 µM | P21728 | 0.036% of 360,000 active; in the data active = potentiation above about 30%; also: 0% is about no effect
# D1 antagonist – blocks dopamine activation of the human D1 receptor. P21728. HEK293 TREx D1 cells, calcium flux, dopamine EC80; stronger effect = lower value. activity change, negative = inhibition, % at 10 µM. 3.2% of 360,000 active. AID 504652; in the data active = activity change below about -30%; also: % is scaled to controls: 0 for no effect and ±100 for the full control effect
#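 Calcium flux readout: force-coupled, inducible Hek293 Trex D1 line, cells induced overnight at 30 C with tetracycline, dye-loaded 30–90 min at RT. Antagonism scored against EC80 dopamine challenge given 180 s after compound.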
# RXFP1 antagonist – blocks the human relaxin receptor RXFP1; Q9HBX9; HEK293-RXFP1, relaxin-stimulated cAMP HTRF, 30 min; stronger effect = lower value; activity change, negative = inhibition, % at 57.5 µM; 0.59% of 350,000 active; AID 1259400;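 active = activity change of -60% or lower, but not beyond a set lower limit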; also: % is scaled to controls: 0 for no effect and ±100 for the full control effect
# Target sequence (Q9HBX9 whole entry, looked up): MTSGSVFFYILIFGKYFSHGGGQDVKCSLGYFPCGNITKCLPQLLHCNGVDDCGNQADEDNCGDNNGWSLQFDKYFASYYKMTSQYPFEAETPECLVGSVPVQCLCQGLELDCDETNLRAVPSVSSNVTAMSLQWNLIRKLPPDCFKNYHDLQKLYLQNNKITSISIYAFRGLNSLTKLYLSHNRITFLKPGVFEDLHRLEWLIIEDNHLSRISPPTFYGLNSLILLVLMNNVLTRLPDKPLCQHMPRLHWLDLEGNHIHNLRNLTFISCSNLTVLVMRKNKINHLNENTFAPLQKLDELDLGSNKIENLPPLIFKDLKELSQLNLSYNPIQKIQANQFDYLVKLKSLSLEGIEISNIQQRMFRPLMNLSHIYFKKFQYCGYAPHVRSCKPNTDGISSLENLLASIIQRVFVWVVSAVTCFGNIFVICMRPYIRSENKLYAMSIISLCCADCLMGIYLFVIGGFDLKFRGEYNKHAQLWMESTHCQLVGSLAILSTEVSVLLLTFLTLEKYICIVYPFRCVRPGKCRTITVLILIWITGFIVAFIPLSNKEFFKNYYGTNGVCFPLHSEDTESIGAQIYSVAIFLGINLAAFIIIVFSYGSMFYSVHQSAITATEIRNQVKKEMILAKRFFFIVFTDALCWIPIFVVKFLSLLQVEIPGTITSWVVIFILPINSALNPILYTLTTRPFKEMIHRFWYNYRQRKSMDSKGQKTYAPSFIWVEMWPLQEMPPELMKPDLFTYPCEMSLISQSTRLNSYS
# D2 ag – D2 dopamine receptor (human) agonism; P14416; HEK293 T-REx D2 cells, calcium flux agonist mode; activation, % at 2 µM; 0.53% of 340,000 active; AID 485358;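 active = activation over 3 SD above normal in the single-dose calcium agonist read, cut at about 30% in these data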; also: 0% is about no effect
#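 Tetracycline-induced HEK293 T-REx cells with force-coupled D2 receptor, plated overnight at 30 C, loaded with no-wash calcium dye. After a 10 s baseline, compound was pin-added and calcium flux read kinetically for 180 s; calcium rises flagged agonists.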
# D2 antagonist – D2 dopamine receptor (human) antagonism; 2% of 340,000 active; HEK293 TREx D2 cells, calcium flux, dopamine EC80; P14416; inhibition, % at 10 µM; in the data active = inhibition above about 30%; also: 0% is about no effect
#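 Calcium mobilization kinetics were recorded at 1 s intervals in tetracycline-induced HEK293 T-REx D2 cells, first for 180 s after compound addition and then 180 s after EC80 dopamine.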
# D1 agonist – agonists of human D1 dopamine receptor | P21728 | HEK293 T-REx D1 cells, calcium flux, agonist mode | activation, % at 2 µM | 1% of 360,000 active | AID 504660; also: 0% is about no effect
#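 Inducible HEK293 T-REx D1 cells, force-coupled to calcium signalling, were plated at 4000 cells/well with tetracycline and held overnight at 30 C. After no-wash calcium dye loading, compound-evoked calcium rise over 180 s flagged agonists.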
# TRHR PAM – TRH receptor (human) allosteric enhancement; P34981; TRHR cells, fluo-8 calcium fluorescence, EC20 TRH enhancement; enhancement, % at 2 µM; 0.66% of 360,000 active; in the data active = enhancement above about 30%; also: 0% is about no effect
#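 TRHR-expressing cells loaded with fluo-8 calcium dye were read kinetically (ex 480/em 530) during compound addition, then stimulated with an EC20 of TRH (10 nM final). Enhancement of the Gq-mediated intracellular calcium response was scored.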
# D2 potentiator – D2 dopamine receptor (human) potentiation. P14416. HEK293 T-REx D2, calcium flux, EC20 dopamine potentiation. potentiation, % at 10 µM. 0.34% of 340,000 active;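 active = potentiation over 3 SD above the plate norm, cut at about 30% in these data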; also: 0% is about no effect
#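 Tetracycline-induced HEK293 T-REx cells force-coupled to calcium signalling expressed D2; compounds were pin-added after a 10 s baseline, read kinetically 180 s, then an EC20 dopamine challenge followed with a further 180 s calcium read.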
# TRHR ag – agonists of human TRH receptor. activation, % at 2 µM. TRHR cells, calcium flux fluo-8, FDSS agonist mode. 0.18% of 360,000 active; also: 0% is about no effect
#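 Steps: seed TRHR cells overnight; add fluo-8 no-wash Ca dye, RT 30 min–1.5 h; record 10 s baseline; pin-transfer compounds; monitor fluorescence 1 cycle/s for the agonist window. Calcium increases flag candidate agonists.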
# Active calls of the source: *; · = no result given. Rule as the data show it, unless noted: active = activation above about 30%; inactive = the rest.
SMILES,D1 potentiator,D1 antagonist,RXFP1 antagonist,D2 ag,D2 antagonist,D1 agonist,TRHR PAM,D2 potentiator,TRHR ag
Cc1cccc(C)c1NC(=O)CCCCCC1NC(=O)NC1C (stereo not drawn),4,3,-6,0.7,-3,1,1,·,0.9
CC(C)OC1(c2ccccc2)OC(=O)c2ccccc21 (stereo not drawn),-3,-5,-12,-0.4,16,10,-9,-3,0.4
O=S(=O)(c1ccc2c(c1)OCCO2)N1CCN(S(=O)(=O)c2cc(F)c(Br)cc2F)CC1,3,1,·,·,·,1,-4,·,-2.0
CCOc1ccc(NS(=O)(=O)c2ccc3c(c2)n(C)c(=O)n3C)cc1,2,-16,3,1.9,-10,13,9,3,2.3
Cc1ccc(S(=O)(=O)N(C)CC(=O)Nc2nc3ccccc3s2)cc1,-4,-14,-8,-0.6,-7,11,-2,12,-0.6
CCNc1nc(NC(C)CC)nc(Oc2ccc(=O)[nH]n2)n1 (stereo not drawn),5,6,-9,-0.7,2,2,2,0,0.7
COc1ccc(CCNC(=O)CN(C2CCCCC2)S(C)(=O)=O)cc1OC,-9,-1,14,-1.4,6,4,-7,25,-1.3
O=C(COc1ccc(Cl)cc1)NCCN1CCCCC1,-1,19,-22,0.5,-4,5,-2,-15,0.5
CC(C)c1ccccc1NC(=O)Cn1c(-c2ccccc2Cl)nc2ccccc21,0,-6,-4,0.0,-14,4,-4,-4,-0.2
O=C(COC(=O)c1ccccc1Cl)Nc1cccnc1Cl,-2,-9,10,-0.2,-11,1,1,-15,-0.3
CSCCOC(=O)C1=C(C)NC(=O)NC1c1ccc2c(c1)OCO2 (stereo not drawn),0,-5,2,0.8,-1,4,2,11,0.0
CC1=NN(Cc2ccccc2)C(=O)C1C(c1ccncc1)C(C#N)C#N (stereo not drawn),4,14,-1,-2.2,-4,2,3,20,-1.5
O=C(CCSc1nc(-c2ccco2)cc(C(F)(F)F)n1)NCc1ccccn1,-8,-15,11,-0.1,11,1,-2,-3,-0.5
CCCCC(=Nc1ccccc1OC)C1=C(O)CC(c2ccccc2)CC1=O (stereo not drawn),-3,1,-7,-0.6,-14,1,-1,-1,0.1
CC(C)COc1ccc(S(=O)(=O)NNC(=O)c2cc3ccccc3o2)cc1,-9,11,-39,-0.6,-6,3,15,2,-1.3
CCOc1ccc(CCNC(=O)c2cc3c(-c4cccc(OC)c4)nn(C)c3s2)cc1OCC,0,7,-13,0.4,·,0,4,5,-0.3
COc1cc(O)cc2cc3c(c(O)c12)C(=O)CC(C)(O)O3 (stereo not drawn),-8,4,·,0.2,37*,5,-3,6,1.1
O=C(Nc1ccc(Cl)cc1)N1N=CCC1c1ccccc1 (stereo not drawn),2,-10,-20,0.2,1,4,3,-2,0.5
COc1ccc(NC(=O)c2cc(-c3ccc(C)cc3)on2)cc1OC,-3,22,1,0.8,20,4,3,-4,1.1
COc1ccc(C(=O)N(C)CC(O)c2ccccc2)cc1OC1CCN(C(C)=O)CC1 (stereo not drawn),1,-3,4,0.0,15,3,0,18,0.2
COc1ccc(C2CC(c3ccccc3)=NN2c2ccc(Cl)c(C(=O)O)c2)cc1 (stereo not drawn),0,-5,1,0.6,2,8,7,11,-0.3
CC(C)Oc1ccc(C(CC(=O)O)c2ccc(F)cc2)cc1 (stereo not drawn),-2,12,-6,-1.2,9,0,-5,-7,-0.8
COc1cccc(C(C(=O)NC(C)(C)C)N(C(=O)CCC(=O)Nc2cc(C)on2)C2CC2)c1OC (stereo not drawn),-4,12,2,0.4,-24,0,4,-5,0.3
O=C(CN(c1ccc(Cl)c(C(F)(F)F)c1)S(=O)(=O)c1ccccc1)N1CCc2ccccc2C1,0,-18,-11,1.0,·,6,16,-12,1.8
Cc1cc(NS(=O)(=O)c2ccc(NC(=O)CSc3nnc(-c4ccco4)n3Cc3ccco3)cc2)nc(C)n1,1,1,-1,0.2,-1,1,-1,7,0.6
# (list continues)
SMILES,D1 potentiator,D1 antagonist,RXFP1 antagonist,D2 ag,D2 antagonist,D1 agonist,TRHR PAM,D2 potentiator,TRHR ag
O=C(Cn1c(=O)nc(-c2ccccc2)c2cc(Cl)ccc21)Nc1ccc(F)c(Cl)c1,2,1,·,0.5,·,0,-11,-3,2.3
COC(=O)c1cnc(SCc2ccc(Cl)cc2)n1C,-5,0,-13,-1.6,9,4,-4,-3,-0.3
COc1cccc2[nH]c3c(N4CC(C)CC(C)C4)ncnc3c12 (stereo not drawn),-7,16,·,-0.1,16,7,-4,-11,-0.5
CC(=O)Nc1cccc(N2CCCC2=O)c1,3,6,6,-0.4,4,2,1,5,0.6
O=C(CC1C(=O)N(c2ccccc2)C(=O)N1Cc1ccc(F)cc1)Nc1cccc(F)c1 (stereo not drawn),-1,-4,0,0.4,·,1,-7,-8,0.1
Cc1occc1C(=O)N1CCN(S(C)(=O)=O)CC1,-7,-11,15,·,·,4,4,·,0.5
Cc1ccc(-c2nnc3ccccc3c2C(=O)Nc2ccc(F)cc2)cc1,-2,8,-12,-0.1,·,5,13,-5,-0.1
CN1CCN(C(=O)CN2C(=O)NC(C)(c3ccc4ccccc4c3)C2=O)CC1 (stereo not drawn),0,7,0,0.8,-2,1,13,-14,0.6
CC(=O)N(Cc1cccnc1)c1nc2c(C)cc(C)cc2s1,-2,·,-12,-0.1,·,5,3,-4,-0.3
O=C(CNS(=O)(=O)c1ccccc1)NNC(=O)C(Cl)Cl,-8,-4,14,1.7,5,2,-2,-10,0.0
CCOC(=O)c1cc(C)n(S(=O)(=O)c2ccc(C)cc2)c1C,2,24,-5,2.2,4,10,0,-7,1.0
CCCn1c(C(O)c2ccc(OC)cc2)nc2ccccc21 (stereo not drawn),2,4,13,-0.5,-10,1,-1,-10,-0.7
CC(=O)Nc1ccc(N(C(=O)c2ccccn2)C(C(=O)NC2CCCCC2)c2ccc(F)cc2)cc1 (stereo not drawn),-2,14,6,-0.8,-4,6,-2,14,-0.3
O=C(Cc1ccc(NC(=O)N2CCSc3ncccc32)cc1)NCCc1ccccc1,-1,-13,-10,-0.2,·,4,2,4,-0.5
COc1ccc(C2CCCN2C(=O)Nc2ccccc2)cc1OC (stereo not drawn),·,-1,·,-1.5,4,2,-6,20,0.7
CC1CC(C)(C)NC(=S)N1CC(=O)NCc1ccc(F)cc1 (stereo not drawn),10,-9,-19,0.0,-4,0,-3,12,0.4
Cc1ncoc1C(=O)NCCC(c1ccccc1)c1ccccc1,-1,1,-17,-0.5,7,1,-2,2,-1.0
COC(=O)c1ccccc1NC(=O)c1cccc(NC(=O)CSCc2ccccc2)c1C,-3,-16,-17,-0.3,7,6,-2,-5,0.3
CC(C)(C)OC(=O)NNC(=O)NC12CC3CC(CC(C3)C1)C2,-7,-15,7,·,·,1,-6,·,-0.5
COc1ccccc1N1CCN(C(=O)Cn2c(=O)oc3cc(S(=O)(=O)N4CCCC4)ccc32)CC1,-4,-10,·,0.0,-1,4,-1,-11,-0.2
Cc1cccc(C(CC(=O)O)n2cccc2)c1 (stereo not drawn),-1,·,-1,0.6,12,-2,-1,-9,0.2
COc1ccc(C(CNC(=O)C(CC(C)C)NS(=O)(=O)c2ccc(C)cc2)N2CCOCC2)cc1 (stereo not drawn),6,-11,7,0.1,5,1,6,-5,0.9
O=C(NCc1ccccc1)c1cccc(S(=O)(=O)N2CCOCC2)c1,1,-5,-6,0.3,-5,0,3,2,0.3
CN(C)S(=O)(=O)c1cc(NC(=O)CNCc2ccccc2)ccc1Cl,-11,-9,-5,-0.8,22,14,8,-29,1.0
Cc1nc(N2CCOCC2)nc(N2CCCCC2)c1[N+](=O)[O-],3,12,-8,-0.3,-6,3,0,-2,0.0
Cc1nc(SCc2nnc(-c3ccc(Cl)cc3)o2)c2c3c(sc2n1)CCC3,-8,-9,·,0.3,9,3,-8,-1,-0.2
COCCN1CC(=O)N2C(c3cccc(C)c3)c3[nH]c4ccccc4c3C[C@H]2C1=O (stereo partly drawn),-12,6,9,1.1,3,2,12,16,0.3
CCN(C(=O)COC(=O)c1oc2ccc(OC)cc2c1C)C1CCS(=O)(=O)C1 (stereo not drawn),7,-9,-20,0.2,9,4,-7,-15,-0.2

# Not a retest: 14 of the compounds above.
SMILES,D1 potentiator,D1 antagonist,RXFP1 antagonist,D2 ag,D2 antagonist,D1 agonist,TRHR PAM,D2 potentiator,TRHR ag
COc1ccc(CCNC(=O)CN(C2CCCCC2)S(C)(=O)=O)cc1OC,-9,-1,14,-1.4,6,4,-7,25,-1.3
O=C(COc1ccc(Cl)cc1)NCCN1CCCCC1,-1,19,-22,0.5,-4,5,-2,-15,0.5
CC(C)c1ccccc1NC(=O)Cn1c(-c2ccccc2Cl)nc2ccccc21,0,-6,-4,0.0,-14,4,-4,-4,-0.2
O=C(COC(=O)c1ccccc1Cl)Nc1cccnc1Cl,-2,-9,10,-0.2,-11,1,1,-15,-0.3
CSCCOC(=O)C1=C(C)NC(=O)NC1c1ccc2c(c1)OCO2 (stereo not drawn),0,-5,2,0.8,-1,4,2,11,0.0
CC1=NN(Cc2ccccc2)C(=O)C1C(c1ccncc1)C(C#N)C#N (stereo not drawn),4,14,-1,-2.2,-4,2,3,20,-1.5
O=C(CCSc1nc(-c2ccco2)cc(C(F)(F)F)n1)NCc1ccccn1,-8,-15,11,-0.1,11,1,-2,-3,-0.5
CCCCC(=Nc1ccccc1OC)C1=C(O)CC(c2ccccc2)CC1=O (stereo not drawn),-3,1,-7,-0.6,-14,1,-1,-1,0.1
CC(C)COc1ccc(S(=O)(=O)NNC(=O)c2cc3ccccc3o2)cc1,-9,11,-39,-0.6,-6,3,15,2,-1.3
CCOc1ccc(CCNC(=O)c2cc3c(-c4cccc(OC)c4)nn(C)c3s2)cc1OCC,0,7,-13,0.4,·,0,4,5,-0.3
COc1cc(O)cc2cc3c(c(O)c12)C(=O)CC(C)(O)O3 (stereo not drawn),-8,4,·,0.2,37*,5,-3,6,1.1
O=C(Nc1ccc(Cl)cc1)N1N=CCC1c1ccccc1 (stereo not drawn),2,-10,-20,0.2,1,4,3,-2,0.5
COc1ccc(NC(=O)c2cc(-c3ccc(C)cc3)on2)cc1OC,-3,22,1,0.8,20,4,3,-4,1.1
COc1ccc(C(=O)N(C)CC(O)c2ccccc2)cc1OC1CCN(C(C)=O)CC1 (stereo not drawn),1,-3,4,0.0,15,3,0,18,0.2
